JMJD2A Tudor inh: inhibitors of human JMJD2A Tudor domain; Potency, µM (series often up to 114 µM), for the others: at the top dose activity change, negative = inhibition, actives largely listed as inhibitors; O75164; 4.4% of 390,000 active; AlphaScreen JMJD2A-Tudor / H3K4me3 peptide binding; AID 504339; further: potency means the concentration at half of the fitted maximal effect; on the % scale 0 is the no-effect control and ±100 the full control effect; nearly all actives have a fitted effect of over 50% in size
G9a inh: G9a (human) methyltransferase inhibition; AID 504332; Potency, µM (doses to about 102 µM), for inactives: top-dose activity, negative = inhibition, actives largely listed as inhibitors; G9a H3K9 monomethylation, AlphaScreen, 2 h; 8.8% of 350,000 active; Q96KQ7; further: potency means the concentration at half of the fitted maximal effect; on the % scale 0 is the no-effect control and ±100 the full control effect; nearly all actives have a fitted effect of over 75% in size
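Signal arises when biotinylated H3K9 peptide, once monomethylated, bridges streptavidin donor and antibody-captured acceptor beads. Enzyme at 20 nM was preincubated 15 min with test compounds; peptide 500 nM and SAM 20 uM then reacted for 2 h.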
PI4K2A inh: inhibitors of human PI4K2A. Q9BTU6. purified PI4K2A, ADP-Glo luminescence, 1 h; stronger effect = lower value. activity change, negative = inhibition, % at 76.9 µM. 0.13% of 420,000 active; in the data active means activity change below about -50%; inconclusive means mostly about -30% to -49%;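 further: -100% = wells without enzyme as full effect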
Target sequence (Q9BTU6 whole entry, looked up): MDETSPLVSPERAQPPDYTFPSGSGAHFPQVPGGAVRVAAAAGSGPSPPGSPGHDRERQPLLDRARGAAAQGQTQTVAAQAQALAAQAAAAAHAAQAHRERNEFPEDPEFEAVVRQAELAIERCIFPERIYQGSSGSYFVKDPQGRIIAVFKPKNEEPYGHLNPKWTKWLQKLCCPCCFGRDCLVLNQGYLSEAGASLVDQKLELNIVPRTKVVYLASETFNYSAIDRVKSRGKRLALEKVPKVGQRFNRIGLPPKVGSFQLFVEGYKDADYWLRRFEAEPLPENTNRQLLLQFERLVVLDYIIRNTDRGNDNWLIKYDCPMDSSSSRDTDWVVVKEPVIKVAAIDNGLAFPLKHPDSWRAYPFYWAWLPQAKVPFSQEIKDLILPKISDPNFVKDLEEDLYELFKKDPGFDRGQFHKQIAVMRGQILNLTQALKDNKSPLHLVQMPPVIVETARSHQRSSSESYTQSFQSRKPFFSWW
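In this quantitative HTS, ADP production by PI4K2A was quantified luminescently after 1 h at ambient temperature; 100 microM adenosine served as plate-quality control.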
ERG-DNA inh: ERG Ets/DNA interaction inhibition. P11308. fluorescence polarization, His-ERG Ets domain / labelled DNA. Potency, µM (titrated, usually from 76.9 µM), for the others: at the highest dose FP activity, negative = inhibition, hits mostly inhibitors. 0.028% of 370,000 active; active means well fitted inhibition curve with a large enough effect in the polarisation, with a control signal flat; inconclusive means small, poorly fitted or top-dose-only effect, or effect the other way, or a change in a side signal; inactive means no such curve, though single readings can be large or run the other way; the % refers to the polarisation;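 further: polarization taken with two DNA probes labelled with fluorescein and Texas red; potency means the concentration at half of the fitted maximal effect; % of control where 0% means no effect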
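His-tagged ERG Ets domain (1 uM in the protein solution; 300mM KCl, 50mM Tris-HCl, 1mM EDTA, 1mM DTT, pH 7.5) received compound, then a probe mix of 5 nM fluorescein-DNA and 100nM Texas-615-DNA. Fluorescence polarization was read for both dyes.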
HP1b chromo inh: inhibitors of HP1-beta chromodomain binding to methylated histone tails | Potency, µM (titrated, usually from 114 µM), for the others: at the highest dose activity change, negative = inhibition, actives largely listed as inhibitors | AID 540317 | 0.56% of 390,000 active | AlphaScreen HP1-beta / biotin-H3K9me3 peptide binding; further: potency means the concentration at half of the fitted maximal effect; nearly all actives have a fitted effect of over 70% in size; inactives centre near 23
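HP1-beta protein (50 nM final) preincubated 30 min at room temperature with biotinylated H3(1-18)K9me3 peptide (50 nM) in PBS pH 7.4, 0.01% Tween-20, then compound added for 30 min. AlphaScreen streptavidin donor/nickel chelate acceptor beads (10 ug/mL final), 30 min dark, luminescence read.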
GLS inh: blocks human kidney-isoform glutaminase activity; 0.21% of 410,000 active; GLS enzymatic activity, qHTS titration; Potency, µM (titrated, usually from 45.5 µM), for inactives: top-dose activity change, negative = inhibition, hits mostly inhibitors; O94925; further: potency means the concentration at half of the fitted maximal effect; on the % scale 0 is the no-effect control and ±100 the full control effect
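Coupled fluorescence readout: glutamate oxidase/HRP/Amplex Red detect glutamate formed by hKGA from L-glutamine (1 mM solution added). Buffer 45 mM KH2PO4 pH 8.2, 0.02% Tween-20; reads at t0 and 30 min RT.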
PGK inhibitor: inhibitors of T. brucei phosphoglycerate kinase | P07378 | Potency, µM (titrated, usually from 57.5 µM), for inactives: at the top dose activity change, negative = inhibition, actives largely listed as inhibitors | 0.043% of 380,000 active | PGK/GAPDH coupled, Kinase-Glo luminescence, 60 min; further: potency means the concentration at half of the fitted maximal effect; on the % scale 0 is the no-effect control and ±100 the full control effect; nearly all actives have a fitted effect of over 60% in size
Target sequence (P07378 whole entry, looked up): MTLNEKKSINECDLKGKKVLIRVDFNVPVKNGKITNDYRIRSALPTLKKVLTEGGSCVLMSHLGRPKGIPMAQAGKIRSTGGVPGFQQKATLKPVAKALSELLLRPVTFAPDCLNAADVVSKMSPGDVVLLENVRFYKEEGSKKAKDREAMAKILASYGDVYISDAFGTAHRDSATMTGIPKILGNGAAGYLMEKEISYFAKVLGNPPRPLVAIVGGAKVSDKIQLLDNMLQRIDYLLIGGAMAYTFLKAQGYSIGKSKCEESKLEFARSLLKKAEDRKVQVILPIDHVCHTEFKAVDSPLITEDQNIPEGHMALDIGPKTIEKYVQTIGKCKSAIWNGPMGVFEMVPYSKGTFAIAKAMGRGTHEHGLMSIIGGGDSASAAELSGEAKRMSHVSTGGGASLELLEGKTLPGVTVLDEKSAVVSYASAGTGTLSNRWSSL
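Recombinant glycosomal PGK reaction used 1,3-bisphosphoglycerate generated in-well by GAPDH (100nM final) in 100mM TEA pH 7.6, 5mM MgCl2, 0.01% Tween-20. After 60 minutes at room temperature, ATP was read by Kinase-Glo Plus luminescence end-point.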
Pin1 inhibitor: inhibitors of human Pin1; 0.009% of 390,000 active; Q13526; Pin1 FP peptide displacement, HiFluor488, 10 min; AID 504891; Potency, µM (series often up to 115 µM), for inactives: at the top dose activity, negative = inhibition, most hits filed as inhibitors; active means well fitted inhibition curve with a large enough effect in the polarisation, with a control signal flat, not every such curve was filed as active; inconclusive means small, poorly fitted or top-dose-only effect, or effect the other way, or a change in a side signal; inactive means no such curve, though single readings can be large or run the other way; the % refers to the polarisation; further: potency means the concentration at half of the fitted maximal effect; on the % scale 0 is the no-effect control and ±100 the full control effect
Target sequence (Q13526 whole entry, looked up): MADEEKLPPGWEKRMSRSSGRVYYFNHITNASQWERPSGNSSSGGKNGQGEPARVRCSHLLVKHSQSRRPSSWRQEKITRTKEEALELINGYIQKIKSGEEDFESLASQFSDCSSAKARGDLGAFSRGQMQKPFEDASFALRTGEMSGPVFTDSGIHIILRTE
BAZ2B block: BAZ2B (human) inhibition | AlphaScreen BAZ2B-H3K14Ac peptide displacement | Potency, µM (series often up to 114 µM), inactives show top-dose activity change, negative = inhibition, usual class: inhibitors | 4.4% of 360,000 active | AID 504333; further: potency means the concentration at half of the fitted maximal effect; on the % scale 0 is the no-effect control and ±100 the full control effect; nearly all actives have a fitted effect of over 60% in size
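Compounds, titrated to a top concentration of 110 uM, were incubated 30 min at room temperature with preformed BAZ2B/acetyl-K14 H3 peptide complex (50 nM each). Proximity signal was measured by AlphaScreen after 20 min with beads.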
* hit, by the source's call; i = inactive; ? = inconclusive; . = no result given; & = joins results of further samples; [ ] = dose if it differs, or a comment. Unless noted, the call rests on the fitted dose curve; in most records, active means well fitted curve in the direction sought with a large enough effect; inconclusive means small, poorly fitted or top-dose-only effect, or another doubt; inactive means no such curve, though single readings can be large; an effect the other way counts as inactive or inconclusive.

molecule	HP1b chromo inh	PGK inhibitor	Pin1 inhibitor	G9a inh	BAZ2B block	PI4K2A inh	JMJD2A Tudor inh	ERG-DNA inh	GLS inh
CC(C)Cn1c(C23CC4CC(CC(C4)C2)C3)n[nH]c1=S	23%	-1%	1%	3.2µM*	?	-1	56µM*	-6%	?
CN(Cc1ccccc1)C(=O)COC(=O)C1CCN(S(=O)(=O)c2cccs2)CC1	12%	-6%	0%	-5%	.	0	-1%	-19%	-3%
COc1ccc(N2C(=O)CC(NC3CCCCNC3=O)C2=O)cc1 (stereo unspecified)	55%[activator]	i	2%	11µM*	2%	2	18%[57.1 µM]	-9%	-2%
Cc1ccc(-c2nnc(COC(=O)c3cccs3)o2)cc1	70%[activator]	-6%	-1%	45%	21%	-1	32%	-5%	-8%
O=C(O)C1CN(C(=O)c2ccccc2)c2cc(Cl)ccc2O1 (stereo unspecified)	33%	-7%	-2%	1%	-2%	-1	-5%	-15%	-8%
COc1cccc(Nc2nc(-c3cccnc3)cs2)c1	25%	-1%	2%	-5%	-28%	1	-17%	-6%	-6%
CN(C)c1ccc(-c2nc3cc(N)ccc3o2)cc1	6%	-6%	6%	-20%	-10%	-8	-9%	-3%	-2%
Cc1ccccc1OCCCCn1c(-c2ccc(Cl)cc2)nc2ccccc2c1=O	76%[activator]	1%	7%	21%[59 µM]	20%	2	44%[activator]	-3%	-23%
Cn1c(-c2ccccc2)cnc1NCc1cc(Cl)ccc1O	?	-4%	-6%	.	56µM*	2	35µM*	0%	-9%
C=CCn1c(SCc2cc(=O)n3cc(C)ccc3n2)nnc1-c1ccc(F)cc1	26%	i	0%	-17%[59 µM]	4%	6	3%	17%	-3%
Nc1nonc1-n1nnc(C(=O)N/N=C/c2c(Cl)cccc2Cl)c1CN1CCOCC1	20%	i	-2%	-9%	5%	-3	-2%	8%	-4%
CC(C)(C)n1nnnc1C(c1cccc(C#N)c1)N1CCCCCC1 (stereo unspecified)	47%	-8%	8%	71µM*	-10%	4	-14%	-1%	5%
Nc1nc2nc(-c3ccc(Cl)cc3)cc(C(F)(F)F)n2n1	40%&35%[activator]	-5%&-4%	2%&1%	10%[59 µM]	7%&-26%	0&-1	-10%&4%	1%&2%	5%&4%
CC(=O)Oc1ccc2c(=O)c(N3C(=O)c4ccccc4C3=O)c(C)oc2c1C	35%	-2%	4%	?	-19%	14	9%	10%	6%
O=C(Nc1nnc2n1CCS2)c1ccc(F)cc1F	13%[57 µM]	-3%	-2%	2.2µM*	50µM*	-9	50µM*	3%	-10%
COc1ccc(NC(=O)NS(=O)(=O)c2ccc(C)cc2)cc1OC	11%	-7%	0%	.	.	-3	-18%	-5%	21%
CCCCn1c(SCC(=O)N2CCCC2)nc2cc(S(N)(=O)=O)ccc21	39%[activator]	-7%	-6%	-30%	0%	9	-15%	-9%	-6%
COc1ccccc1CNC(=O)C(CCSC)NS(=O)(=O)c1ccc2c(c1)oc(=O)n2C (stereo unspecified)	28%	-5%	8%	-4%[59 µM]	5%	1	-13%	3%	-4%
CSc1cccc(NC(=O)c2ccccc2N(C)S(C)(=O)=O)c1	-5%	5%	-1%	?	-31%	0	-22%	2%	22%
COc1ccc(C(=O)Oc2cccc(Nc3ncnc4ccccc34)c2)cc1OC	23%	-2%	7%	17%[59 µM]	-10%	6	-14%	.	-7%
Cc1ccccc1OCCN1CCCC1	?	i	4%	.	50µM*	-2	20µM*	-17%	2%
CCOC(=O)c1sc(C)c2c1NC1(CCCCC1)NC2=O	7%	-4%	-1%	8%[59 µM]	-4%	2	-17%	9%	4%
Cc1ccc(C(=O)OC/C(O)=C(\C#N)c2nc3ccccc3[nH]2)cc1S(=O)(=O)N1CCOCC1	38%	i	?	-7%[59 µM]	34%[activator]	0	-13%	.	-2%
CCN1CCCC1CNC(=O)CN1C(=O)COc2ccc(C)cc21 (stereo unspecified)	58%[activator]	i	-7%	-38%[59 µM]	3%	-4	-12%	-10%	-2%

Quoted from the listing:
PI4K2A inh result of Nc1nc2nc(-c3ccc(Cl)cc3)cc(C(F)(F)F)n2n1 = 0&-1
PI4K2A inh result of COc1ccc(NC(=O)NS(=O)(=O)c2ccc(C)cc2)cc1OC = -3

Returning to the listing, starting two compounds before the break.
molecule	HP1b chromo inh	PGK inhibitor	Pin1 inhibitor	G9a inh	BAZ2B block	PI4K2A inh	JMJD2A Tudor inh	ERG-DNA inh	GLS inh
Cc1ccc(C(=O)OC/C(O)=C(\C#N)c2nc3ccccc3[nH]2)cc1S(=O)(=O)N1CCOCC1	38%	i	?	-7%[59 µM]	34%[activator]	0	-13%	.	-2%
CCN1CCCC1CNC(=O)CN1C(=O)COc2ccc(C)cc21 (stereo unspecified)	58%[activator]	i	-7%	-38%[59 µM]	3%	-4	-12%	-10%	-2%
C#Cc1ccc([C@@H]2C=C(C(=O)O)O[C@H](OCCCCO)C2)cc1	33%	-14%	4%	?	?	-7	-18%	8%	4%
Cc1ccc(NC(=O)Cn2c(=O)n(-c3ccc(C)cc3)c(=O)c3c2cnn3C)cc1	3%	i	8%	-6%[59 µM]	-3%	6	-22%	0%	-5%
c1ccc(COc2cccc(CNCc3ccccn3)c2)cc1	40%	i	-9%	0%[12.7 µM]	?	-4	-27%	-13%	-3%
COCCNC(=O)Cn1cc(C(=O)c2ccco2)c2ccccc21	33%	-8%	3%	-5%[59 µM]	-12%	5	5%	-4%	-3%
Cc1cccc(N2CCN(C(=O)Cn3nc(C)c4sc5ccccc5c4c3=O)CC2)c1C	47%[activator]	i	6%	?	-14%	3	-25%	0%	-3%
O=S(=O)(c1cccc(C(F)(F)F)c1)N1CCC(Oc2ccc(-n3cnnn3)cc2)CC1	46%[activator]	-4%	4%	9%[59 µM]	2%	-1	-9%	1%	0%
CC(=O)c1ccc(NC(=O)COc2ccc3c(c2)OCO3)cc1	29%	7%	1%	-6%	-14%	3	-16%	-2%	3%
COc1ccc(S(=O)(=O)Nc2cccc3c2O[C@H](CN(C)S(=O)(=O)c2ccc(OC)cc2)[C@@H](C)CN([C@H](C)CO)C3=O)cc1	35%	-5%	8%	.	.	2	-12%	7%	-1%
Cc1ccc(Cl)cc1N(C)C(=O)c1cc2ccc3cccnc3c2[nH]1	-8%	-1%	6%	-32%[59 µM]	-39%[57.1 µM]	-1	?	0%	1%
COc1ccc(-n2nc(C(=O)Nc3nc4ccc(OC)cc4s3)c3ccccc3c2=O)cc1	24%	-4%	0%	26%[59 µM]	-2%	0	-4%	6%	5%
O=C(COc1ccccc1)NCc1ccc2c(c1)CCN2C(=O)c1ccc(Cl)cc1	31%	3%	?	24%[59 µM]	-19%	1	-15%	-8%	4%
COc1ccccc1Sc1nc(-c2ccccn2)ncc1OC	37%	i	2%	?	22µM*	-8	89µM*	14%	-23%
Cc1ccc(CNc2ccc(-c3nc(C(C)C)no3)cc2[N+](=O)[O-])cc1	9%	-10%	9%	-8%[59 µM]	-1%	0	-16%	1%	-9%
CCOc1ccc(N(CC(=O)O)S(=O)(=O)c2cccnc2)cc1	46%[activator]	i	-1%	79µM*	5%	-10	-16%	-4%	1%
COC(=O)c1cc2c(ccn2-c2ccc(F)cc2)n1CC(=O)N1CCN(C(=O)c2ccco2)CC1	24%	6%	-8%	?	-27%	0	-12%	11%	-8%
CC(C)c1ccc(C(=O)NC(=S)Nc2ccc3[nH]c(=O)[nH]c3c2)cc1	5%	0%	4%	.	-3%	-6	-18%	22%	23%
Cc1nnc(NC(=O)/C=C/c2ccco2)s1	19%	-4%	2%	32µM*	37%	-2	-22%	-11%	-18%
CCN(C(=O)CN1C(=O)NC(c2ccccc2)(c2ccccc2)C1=O)c1ccccc1	10%	8%	10%	10%	-18%	4	-8%	6%	-8%
CCCOP(=O)(c1ccc(N(C)C)cc1)C(O)c1ccc(N(C)C)cc1 (stereo unspecified)	24%	8%	0%	0.71µM*	-23%	0	8.9µM*	-7%	10%
COc1ccccc1NC(=O)Cn1c(=O)n(Cc2ccccc2)c(=O)c2sc3ccccc3c21	36%	-6%	-2%	4%[59 µM]	9%	2	-4%	3%	-1%
O=C(NCc1ccccc1)N[C@@H](Cc1c[nH]c2ccccc12)C(=O)O	7%	-8%	0%	16%	2%	3	-21%	0%	21%
O=C(O)Cc1c(-c2ccccc2)c2cc(Cl)ccc2[nH]c1=O	16%	7%	2%	13%	-2%	-1	-3%	2%	4%
O=C(CCCN1C(=O)S/C(=C\c2ccccc2)C1=O)NNC(=O)c1ccccc1O	45%[activator]	6%	19%	24%	-1%	-2	-8%[11.4 µM]	-4%	5%
CC1=C(C(=O)OC(C)C)C(c2cccnc2)n2ncnc2N1 (stereo unspecified)	38%	-8%	-5%	12%	12%	-3	-5%	6%	20%
N#CCc1ccc(OC(=O)c2cccnc2Cl)cc1	-9%	-2%	-1%	.	.	3	-3%	10%	0%
Cc1ccc(S(=O)(=O)CC(=O)Nc2cccc(C)n2)cc1	14%	-8%	-3%	?	6%	2	-3%	3%	-3%
Nc1cc(=O)nc(SCC(=O)Nc2ccccc2)n1-c1ccccc1	63%[activator]	-2%	2%	8%	5%	-3	-6%	-6%	2%
O=C(CCCc1ccccc1)NC1CCSC1=O (stereo unspecified)	38%	.	-8%	12%[59 µM]	6%	-1	-7%	.	-4%
COCc1c(C(=O)OCc2c(C)noc2C)oc2ccccc12	45%[activator]	-5%	-1%	10%	27%	-1	5%	14%	-6%
